PKM2 activator: increases activity of human pyruvate kinase M2 | P14618 | purified PKM2, Kinase-Glo ATP luminescence, activation; response scale: 0% is enzyme alone, no compound | Potency, µM (top dose mostly 57.5 µM), for inactives: top-dose activation, usual class: activators | actives 0.34% (n = 260,000) | AID 1631; further: potency means the concentration at half of the fitted maximal effect; on the % scale 0 is the no-effect control and ±100 the full control effect; nearly all actives have a fitted effect of over 55% in size
Target sequence (P14618 whole entry, looked up): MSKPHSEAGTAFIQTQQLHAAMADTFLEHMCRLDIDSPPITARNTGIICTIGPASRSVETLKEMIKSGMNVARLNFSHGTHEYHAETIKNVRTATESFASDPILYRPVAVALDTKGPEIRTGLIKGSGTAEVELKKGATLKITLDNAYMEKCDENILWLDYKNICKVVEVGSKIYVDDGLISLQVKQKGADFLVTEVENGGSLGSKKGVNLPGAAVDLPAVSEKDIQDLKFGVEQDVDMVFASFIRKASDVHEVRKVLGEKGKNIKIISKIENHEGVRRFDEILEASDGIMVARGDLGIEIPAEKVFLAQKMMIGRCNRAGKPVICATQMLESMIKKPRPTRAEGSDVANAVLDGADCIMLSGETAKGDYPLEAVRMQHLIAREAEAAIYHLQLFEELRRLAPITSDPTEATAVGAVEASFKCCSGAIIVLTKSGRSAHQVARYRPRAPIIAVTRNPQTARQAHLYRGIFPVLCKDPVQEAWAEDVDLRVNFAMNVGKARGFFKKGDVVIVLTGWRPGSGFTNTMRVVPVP
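ATP formation by purified human PK-M2, quantified via coupled luciferase luminescence after 1 h at room temperature with 0.1 mM ADP and 0.5 mM PEP final.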
RORg inh: ROR gamma (mouse) transcription inhibition. Drosophila S2 Gal4-RORgamma UAS-luciferase reporter, 20 h. Potency, µM (titrated, usually from 53.6 µM), inactives show at the highest dose activity change, negative = inhibition, most hits filed as inhibitors. actives 5.4% (n = 310,000); further: potency means the concentration at half of the fitted maximal effect; on the % scale 0 is the no-effect control and ±100 the full control effect; nearly all actives have a fitted effect of over 60% in size
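Read-out: Photinus luciferase luminescence; inhibitors lower reporter signal. Insect Schneider cells with Gal4-ROR gamma fusion under metallothionein promoter, UAS reporter; 700 uM final copper sulfate induction, 20 hr, ambient temperature.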
ELG1 repair inh: ELG1-dependent DNA repair inhibition. Potency, µM (doses to about 46.1 µM), without a hit: at the highest dose activity change, negative = inhibition, actives largely listed as inhibitors. AID 504467. actives 2.3% (n = 330,000). HEK293T ELG1-luciferase reporter, luminescence, 16 h; DNA damage induced by 5-fluorouridine; further: potency means the concentration at half of the fitted maximal effect; on the % scale 0 is the no-effect control and ±100 the full control effect; nearly all actives have a fitted effect of over 55% in size
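Step one: seed 2,000 cells per well. Step two: pin-transfer compound or DMSO alongside 5-fluorouridine. Step three: incubate 16 hr, 37 °C, 5% CO2. Step four: add ONE-Glo, wait 30 min, read luminescence.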
MBNL1 CUG block: MBNL1-poly(CUG) RNA binding inhibition; Potency, µM (highest dose often 57.5 µM), without a hit: at the highest dose activity change, negative = inhibition, hits mostly inhibitors; Q9NR56; actives 0.036% (n = 280,000); AID 2675; TR-FRET MBNL1-His/biotin-(CUG)12 binding, 665/545 ratio; active means well fitted inhibition curve with a large enough effect in the signal ratio, with a control signal flat, not every such curve was filed as active; inconclusive means small, poorly fitted or top-dose-only effect, or effect the other way, or a change in a side signal; inactive means no such curve, though single readings can be large or run the other way; the % refers to the signal ratio; further: potency means the concentration at half of the fitted maximal effect; on the % scale 0 is the no-effect control and ±100 the full control effect
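Inhibition of protein-RNA binding appears as loss of TR-FRET between terbium anti-His antibody on MBNL1-His and streptavidin-XL665 on biotin-(CUG)12. Activity is normalized to buffer-only and uninhibited-complex controls.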
KCNH2 3.1 block: blocks the human KCNH2 3.1 channel isoform. actives 0.95% (n = 340,000). U2OS KCNH2 3.1, thallium flux FluxOr; hits give low values. activity change, % (tested at about 1.8 µM). AID 720553;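 active means maximum activity change below -70%; inconclusive means maximum activity change from -70% to -50%; inactive means maximum activity change above -50%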;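 further: thallium influx rate constant from kinetic fluorescence after stimulation buffer; on the % scale 0 is the no-effect control and ±100 the full control effect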
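Virally transduced U2OS (3.1 isoform, 4 h infection in dark at RT) → overnight 37 C → FluxOr + Red40 in HBSS/HEPES, 45 min → stimulation buffer, 2 min kinetic read → rate constant vs DMSO controls.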
Menin MLL FP TR: inhibitors of human menin-MLL interaction, mutant MLL peptide. O00255. Menin + Texas Red MLL mutant peptide, fluorescence polarization. Potency, µM (top dose mostly 61.6 µM), without a hit: top-dose FP activity change, negative = inhibition, hits mostly inhibitors. actives 0.23% (n = 270,000); active means well fitted inhibition curve with a large enough effect in the polarisation, with a control signal flat, not every such curve was filed as active; inconclusive means small, poorly fitted or top-dose-only effect, or effect the other way, or a change in a side signal; inactive means no such curve, though single readings can be large or run the other way; the % refers to the polarisation; further: potency means the concentration at half of the fitted maximal effect; % of control where 0% means no effect; many of its hits are not listed in these tables
Rab9 promoter act: Rab9 promoter activation. Huh7 Rab9 promoter-luciferase reporter, luminescence, 24 h. Potency, µM (titrated, usually from 9.22 µM), for inactives: top-dose activation, negative = inhibition, hits mostly activators. actives 2.8% (n = 320,000). AID 485297; further: potency means the concentration at half of the fitted maximal effect; % of control where 0% means no effect; nearly all actives have a fitted effect of over 60% in size
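Promoter activation is measured as luciferase luminescence in Huh7 cells stably transfected with a Rab9 promoter–luciferase construct, following 24 h compound exposure at 37 °C and 10 min reagent incubation at ambient temperature.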
FLuc modulator: counter-screen for miR-21 project: firefly luciferase inhibitors or activators. purified FLuc, Km substrates, luminescence inhibition. Potency, µM (top dose mostly 57.5 µM), for the others: at the highest dose activity change, negative = inhibition, actives largely listed as inhibitors. actives 6.9% (n = 360,000). AID 588342;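 further: potency means the concentration at half of the fitted maximal effect; plate controls were vehicle for no effect and reference inhibitor for full effect; nearly all actives have a fitted effect of over 55% in size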
Target sequence (P08659 whole entry, looked up): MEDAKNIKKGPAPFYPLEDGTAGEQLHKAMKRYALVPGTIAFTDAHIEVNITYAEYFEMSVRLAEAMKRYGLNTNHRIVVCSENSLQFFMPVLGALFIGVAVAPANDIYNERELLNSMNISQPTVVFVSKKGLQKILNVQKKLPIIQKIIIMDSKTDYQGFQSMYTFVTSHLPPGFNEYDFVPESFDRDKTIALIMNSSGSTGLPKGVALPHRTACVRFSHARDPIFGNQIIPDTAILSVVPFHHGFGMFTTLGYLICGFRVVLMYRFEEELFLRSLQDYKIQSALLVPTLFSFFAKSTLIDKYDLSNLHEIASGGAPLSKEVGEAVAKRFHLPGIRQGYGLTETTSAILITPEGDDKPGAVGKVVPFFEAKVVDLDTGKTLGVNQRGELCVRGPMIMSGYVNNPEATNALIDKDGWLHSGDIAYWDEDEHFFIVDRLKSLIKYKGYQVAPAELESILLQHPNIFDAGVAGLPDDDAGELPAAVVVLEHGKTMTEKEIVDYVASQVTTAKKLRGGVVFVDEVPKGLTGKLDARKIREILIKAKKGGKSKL
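Purified P. pyralis luciferase, 10 nM final, with Km-level 10 uM D-luciferin and 10 uM ATP in 50 mM Tris acetate pH 7.5, 10 mM Mg acetate, 0.01% Tween-20, 0.05% BSA; 6-point qHTS titration about 60 µM downward; luminescence read.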
Mito fusion act: mitochondrial division inhibition or fusion activation. Potency, µM (doses to about 46.1 µM), for inactives: at the top dose growth rescue (activation), hits mostly activators. S. cerevisiae fusion-defective mutant growth rescue, CellTiterGlo 48 h. actives 0.23% (n = 320,000);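 further: potency means the concentration at half of the fitted maximal effect; % of control where 0% means no effect; nearly all actives have a fitted effect of over 45% in size; temperature-sensitive fusion mutants such as fzo1-1 at 37 °C on non-fermentable ethanol glycerol medium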
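Temperature-sensitive fusion-defective S. cerevisiae (e.g. fzo1-1, mgm1-5) were grown with compound in YPEG medium (3% ethanol, 3% glycerol) for 48 hours at 37C. Growth rescue was measured as viability by CellTiterGlo luminescence after 10 minutes at ambient.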
NPC1 prom act: activates the NPC1 promoter. actives 2.4% (n = 320,000). Potency, µM (highest dose often 9.22 µM), for the others: at the highest dose activation, usual class: activators. AID 485313. Huh7 NPC1 promoter luciferase reporter, 24 h;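 further: potency means the concentration at half of the fitted maximal effect; % of control where 0% means no effect; nearly all actives have a fitted effect of over 60% in size; reporter is driven by a mutant NPC1 promoter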
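Readout is luciferase luminescence, reflecting NPC1 promoter activation in stably transfected Huh7 cells after 24 h compound exposure at 37 °C in reduced-serum medium with 10% FBS.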
Gal4-VP16 FLuc: counter-screen for ROR gamma inhibitors: Gal4-VP16 reporter; Potency, µM (doses to about 53.6 µM), inactives show at the top dose activity, negative = inhibition, hits mostly inhibitors; actives 3.5% (n = 310,000); Drosophila S2 Gal4-VP16 UAS-luciferase, luminescence, 20 h; AID 2546;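 further: Gal4-VP16 expression switched on by copper sulfate through the metallothionein promoter; potency means the concentration at half of the fitted maximal effect; on the % scale 0 is the no-effect control and ±100 the full control effect; nearly all actives have a fitted effect of over 50% in size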
Starred values were filed as active, the others as inactive; ? = inconclusive; . = not tested or not shown; [ ] = remark or other dose. Unless noted, the call rests on the fitted dose curve; in most records, active means well fitted curve in the direction sought with a large enough effect; inconclusive means small, poorly fitted or top-dose-only effect, or another doubt; inactive means no such curve, though single readings can be large; an effect the other way counts as inactive or inconclusive. An excerpt; count on the stated rates, not on these rows.

Compound	PKM2 activator	RORg inh	ELG1 repair inh	MBNL1 CUG block	KCNH2 3.1 block	Menin MLL FP TR	Rab9 promoter act	FLuc modulator	Mito fusion act	NPC1 prom act	Gal4-VP16 FLuc
O=C(CN1C(=O)NC(c2ccccc2)(c2ccccc2)C1=O)NCc1cccs1	.	.	0%	.	-16	.	-4%	.	-4%	0%	.
Cc1cc(F)ccc1S(=O)(=O)Nc1ncnc2scc(-c3ccc(F)cc3)c12	-5%	31%	-18%	3%	-16	?	1%	0%	-7%	1%	0%
COc1ccc(COC(=O)Nc2cc3c(C(F)(F)F)nn(C)c3s2)cc1	26%	-1%	-12%	-9%	9	14%	-1%	-1%	-7%	0%	10%
O=C(c1ccc(NC2=NC3CS(=O)(=O)CC3S2)cc1)N1CCN(c2ccccc2F)CC1 (stereo unspecified)	1%	1%	3%	-2%	-25	6%	0%	8%	3%	-3%	4%
O=C(NCN1C(=O)C2C3C=CC(C3)C2C1=O)Nc1ccccn1 (stereo unspecified)	-19%	-13%	10%	-28%	-17	8%	2%	-9%	8%	-4%	-5%
Clc1ccc2c(c1)C(C1=NCCN1)c1ccccc1CS2 (stereo unspecified)	5%	2%	?	.	-4	-26%	-33%[inhibitor]	-2%	-3%	-22%	-5%
Cc1cc(/C=N/N2CCN(C)CC2)c(C)n1-c1ccc(Cl)cc1	-1%	-3%	-13%	.	9	.	-1%	0%	-1%	-1%	-1%
CCCCSc1nc2c(c(=O)n1CC)SC(C)C2 (stereo unspecified)	3%	19%	-1%	2%	-2	-1%	0%	7%	17%	2%	-1%
COc1ccccc1[C@@H]1C(c2cccc(Cl)c2)=NN(c2ccc(Br)cc2)[C@H]1C(=O)N1CCOC1=O	-4%	-1%[40.7 µM]	0%	12%	-4	?	-4%	-2%	3%	0%	-4%[40.7 µM]
COc1ccc(-c2cc3ccccc3n2CC(O)CN2CCC(C)CC2)cc1 (stereo unspecified)	3%	17%	?	-5%	?	4%	3%	1%	1%	-3%	-10%
Cc1ccc(S(=O)(=O)NC2CCCCCCC2)cc1	3%[11.5 µM]	36%	-11%	-9%	0	-10%	-7%	0%	5%	-2%	0%
COc1ccc(C2(C)NC(=O)N(CC(=O)Nc3ccc(Br)cc3F)C2=O)cc1OC (stereo unspecified)	2%	16%	-16%	1%	5	17%	-3%	6%	-4%	-1%	-1%
COc1ccc(C2CC(c3cccs3)=NN2C(=O)c2ccc(Br)o2)cc1 (stereo unspecified)	-13%	15%	2%	0%	-13	-2%	3%	-2%	18µM*	-6%	-8%
O=C(CCCCCn1c(=S)[nH]c2ccc(N3CCOCC3)cc2c1=O)NCc1ccccc1Cl	0%	-44%	?	0%	12	-7%	-3%	1%	1%	-5%	3%
O=c1c(Cc2ccccc2)c(O)c2cccc3c4c(n1c23)CCCC4	-1%	22%	-4%	4%	4	.	-5%	1%	3%	0%	10%
CCCCN(C(=O)COc1ccc(NC(C)=O)cc1)C1CCS(=O)(=O)C1 (stereo unspecified)	-3%	12%	7%	-4%	15	2%	6%	-2%	-2%	0%	-4%
CCOC(=O)C1=C(COC(=O)c2sccc2C)NC(=O)NC1C (stereo unspecified)	.	.	13%	.	23	.	-3%	3%	3%	-4%	.
CCC(Oc1ccccc1OC)C(=O)Nc1ccc2c(c1)OCCO2 (stereo unspecified)	.	-6%	13%	-8%	-5	.	-2%	-10%	9%	-2%	5%
CC(C)N(C(=O)c1ccccc1-c1ccccc1)C(C)C	1%	29%	-18%	0%	-17	-11%	-7%	2%	3%	-2%	-3%
O=C(NCc1cccnc1)C1CCN(C(=O)c2ccc(Cl)cc2Cl)CC1	7%	-5%	12%	-1%	6	-22%	-1%	6%	3%	0%	16%
O=C(Nc1cc2c3c(c1)CC(=O)N3CCC2)c1ccccc1F	.	.	?	.	-2	.	-4%	-6%	-6%	-1%	.
Cc1ccccc1N1CCN(C(=O)C2CCCCC2)CC1	-5%	-1%	7%	0%	0	-20%	-3%	0%	7%	2%	20%
Cc1cc(=O)oc2c1ccc1oc(/C(=N/O)c3ccccc3)c(C)c12	10%	?	16µM*	3%	0	21%	-13%	-1%	?	-8%	-22%
CCN(CC(=O)NCc1ccc(Cl)cc1)S(=O)(=O)c1ccc(NC(C)=O)cc1	-3%	29%	?	-1%	0	30%[activator]	-2%	-1%	-4%	-9%	-1%
CSCC[C@H](NC(=O)CCn1nnc2ccccc2c1=O)C(=O)O	-2%	21%	2%	5%	-5	-1%	2%	-2%	1%	-4%	-5%
CCOC(=O)C1CCN(C(=O)c2sccc2Cl)CC1	-2%	-18%	2%	.	-7	.	0%	3%	-2%	-1%	-2%
Cc1cccc(C)c1NC(=O)CNC(=O)Cc1ccccc1[N+](=O)[O-]	0%	-13%	16%	20%	1	7%	0%	4%	-3%	2%	1%
Cc1cc(C)n2nc(SC(C)C(=O)NC3CCCCC3C)nc2n1 (stereo unspecified)	.	.	?	.	10	.	-3%	-2%	4%	0%	.
CCOC(=O)c1ccc(CSc2ncn[nH]2)o1	-4%	-3%	?	-5%	5	21%	0%	1%	2%	-2%	9%
CC(=O)c1cnc2cc(-c3ccc(Cl)cc3)nn2c1C	3%	-29%	?	-12%	-8	8%	3.5µM*	2.7µM*	1%	4.5µM*	?

Just RORg inh, PKM2 activator and Rab9 promoter act, for some of the entries so far:
SMILES	RORg inh	PKM2 activator	Rab9 promoter act
CCOC(=O)C1CCN(C(=O)c2sccc2Cl)CC1	-18%	-2%	0%
Cc1cccc(C)c1NC(=O)CNC(=O)Cc1ccccc1[N+](=O)[O-]	-13%	0%	0%
Cc1cc(C)n2nc(SC(C)C(=O)NC3CCCCC3C)nc2n1 (stereo unspecified)	.	.	-3%

Next part
Compound	PKM2 activator	RORg inh	ELG1 repair inh	MBNL1 CUG block	KCNH2 3.1 block	Menin MLL FP TR	Rab9 promoter act	FLuc modulator	Mito fusion act	NPC1 prom act	Gal4-VP16 FLuc
CN(C)c1ccc(C(=O)OCC(=O)c2cccs2)cc1	1%	?	?	5%	2	-29%	1.8µM*	3.4µM*	-1%	3.5µM*	-20%
CCOC(=O)N1CCN(C(=O)CSCC(=O)Nc2nc(-c3ccccc3)cs2)CC1	-5%	?	?	-9%	-6	-1%	28%	-15%	-4%	0%	-17%
O=C(CSc1ccccc1)Nc1ccc(N2CCN(c3ccccc3)CC2)c(F)c1	?	-7%	-2%	2%	-3	13%	-1%	6%	0%	2%	-14%
Cc1ccc(C)n1NC(=O)c1ccc(O)cc1	1%	1%	?	-7%	6	?	-1%	1%	1%	3%	-3%
O=C(CSc1nc2ccccc2s1)NCC1CCCO1 (stereo unspecified)	-1%	-31%	19%	8%	-12	.	19%	-8%	-1%	1%	0%
Cc1nn(C(C)C(=O)NCc2ccccc2)c(C)c1[N+](=O)[O-] (stereo unspecified)	-3%	25%	4%	-4%	-1	-19%	1%	0%	0%	-1%	-3%
CCCOC1CCCN(C(=O)CCCn2nnnc2CN2CCOCC2)C1 (stereo unspecified)	1%	?	?	-17%	3	0%	9%	1%	8%	1%	0%
COC(=O)c1c(S(N)(=O)=O)c2ccccc2n1C	-1%	8%	2%	12%	6	1%	1%	13%	4%	-2%	-4%
O=C(CSc1nc2cc3ccccc3cc2[nH]1)Nc1ccc(F)cc1	-1%	-5%	.	3%	-4	?	.	-14%	15%	.	-19%

Ordered by value in Menin MLL FP TR (largest number first): some entries from above
| canonical_smiles | Menin MLL FP TR |
| --- | --- |
| COC(=O)c1c(S(N)(=O)=O)c2ccccc2n1C | 1% |
| CCOC(=O)N1CCN(C(=O)CSCC(=O)Nc2nc(-c3ccccc3)cs2)CC1 | -1% |
| CN(C)c1ccc(C(=O)OCC(=O)c2cccs2)cc1 | -29% |

Compound activity (PubChem BioAssay)
